High-throughput results deposited in PubChem BioAssay by National Center for Advancing Translational Sciences (NCATS).
GALK inh: qHTS Assay for Inhibitors of Human Galactokinase (GALK); P51570; Purified GALK, Kinase-Glo residual ATP luminescence; Potency, µM (series often up to 57.5 µM), inactives show at the highest dose activity change, negative = inhibition, hits mostly inhibitors; actives 0.007% (n = 270,000); also: potency is read from the fitted curve at half-maximal effect
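Galactose (100 uM) and ATP (35 uM) were turned over by 5 nM GALK for 1 h at RT. Kinase-Glo Plus then converted the remaining ATP into a luminescent signal.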
USP2a inh: qHTS Assay for Inhibitors of Ubiquitin-specific Protease USP2a Using CHOP2 as the Reporter | USP2 core, Ub-CHOP2 coupled fluorogenic reporter, 485/531 | Ubiquitin carboxyl-terminal hydrolase 2 (Homo sapiens), O75604 | Potency, µM (series often up to 38.3 µM), for the others: at the top dose activity change, negative = inhibition, hits mostly inhibitors | actives 0.01% (n = 330,000);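 also: potency is read from the fitted curve at half-maximal effect; plate controls were DMSO wells for no effect and full inhibition by NEM control for full effect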
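USP2 core (10nM final) preincubated 30min RT with compound in 20mM Tris-HCl pH 8.0, 2mM CaCl2, 2mM beta-mercaptoethanol, 0.05% CHAPS; 25nM Ub-CHOP2 plus 25nM reporter substrate added, fluorescence (Ex485/Em531) read after 60min.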
Giardia kill: Small Molecules that selectively kill Giardia lamblia: qHTS; activity change, % at 7.66 µM, hits read low; actives 0.15% (n = 340,000); Giardia lamblia trophozoite viability; AID 540267, 2011; in the data active = activity change below about -80%; inconclusive = between about -30% and that limit;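 also: parasites exposed to compound for two days anaerobically before the ATP read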
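Giardia trophozoites, 100 cells per well, were exposed to compounds for 48 hrs at 37 deg C under anaerobic conditions; viability was then read as ATP content by bioluminescence after 15-30 min at room temperature.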
hERG WT inh: qHTS for Inhibitors of KCHN2 3.1: Wildtype qHTS; Voltage-gated inwardly rectifying potassium channel KCNH2 (Homo sapiens), Q12809; U2OS, BacMam KCNH2, thallium flux FluxOr; stronger effect = lower value; activity change, % at 1.84 µM; actives 0.37% (n = 340,000); AID 720551, 2013;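 active = maximum activity change below -70%; inconclusive = maximum activity change between -70% and -50%; inactive = maximum activity change above -50%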
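U2OS cells were transduced with wild-type KCNH2 virus (2.03 x 10^8 / mL) for 4 h at room temperature, then cultured overnight at 37 C. Thallium flux was read with FluxOr dye. Rate constants were normalized to DMSO controls.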
Coupling enz: qHTS Assay for Inhibitors of Fructose-1,6-bisphosphate Aldolase from Giardia Lamblia: Coupling assay counterscreen | coupling enzyme system counterscreen, AmpLite Red fluorescence | activity change, negative = inhibition, % at 58.2 µM, hits read low | actives 0.67% (n = 290,000); in the data active = activity change below about -30%
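Fluorescence at 525 nm excitation and 598 nm emission measured inhibition of the coupled detection system without aldolase. Compounds (at 57.5 uM final) were preincubated 10 min at room temperature with coupling enzyme reagent before a 20 min substrate/AmpLite Red step.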
Chronic BCR inh: qHTS Assay to Find Inhibitors of Chronic Active B-Cell Receptor Signaling | ABC-DLBCL IkBa-CBG/CBR reporter, luminescence ratio, 4 h | Potency, µM (highest dose often 46.1 µM), for the others: top-dose ratio change, negative = lower green/red ratio, actives largely listed as inhibitors | actives 0.05% (n = 340,000); active = well fitted inhibition curve with a large enough effect in the signal ratio, with a control signal flat, not every such curve was filed as active; inconclusive = small, poorly fitted or top-dose-only effect, or effect the other way, or a change in a side signal; the % refers to the signal ratio;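 also: potency is read from the fitted curve at half-maximal effect; plate controls were basal doxycycline-induced cells for no effect and cells given 10 µM MG132 for full effect; MG132 reads +100%, hits lower the ratio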
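TMD8 human ABC-DLBCL cells with doxycycline-inducible IκBα–green luciferase fusion and unfused red luciferase, in 0.5% FBS medium; compounds up to 46 uM, 4 h at 37C. Green/red luminescence ratio, filter-overlap corrected, fitted to concentration-response curves.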
PKM2 act: qHTS Assay for Activators of Human Muscle isoform 2 Pyruvate Kinase. Pyruvate kinase PKM (Homo sapiens), P14618. purified PKM2, Kinase-Glo ATP luminescence, activation; response scale: 0% is enzyme alone, no compound. Potency, µM (titrated, usually from 57.5 µM), for inactives: at the top dose activation, most hits filed as activators. actives 0.34% (n = 260,000). AID 1631, 2009; also: potency is read from the fitted curve at half-maximal effect; nearly all actives have a fitted effect of over 55% in size
Target sequence (P14618 whole entry, looked up, canonical isoform): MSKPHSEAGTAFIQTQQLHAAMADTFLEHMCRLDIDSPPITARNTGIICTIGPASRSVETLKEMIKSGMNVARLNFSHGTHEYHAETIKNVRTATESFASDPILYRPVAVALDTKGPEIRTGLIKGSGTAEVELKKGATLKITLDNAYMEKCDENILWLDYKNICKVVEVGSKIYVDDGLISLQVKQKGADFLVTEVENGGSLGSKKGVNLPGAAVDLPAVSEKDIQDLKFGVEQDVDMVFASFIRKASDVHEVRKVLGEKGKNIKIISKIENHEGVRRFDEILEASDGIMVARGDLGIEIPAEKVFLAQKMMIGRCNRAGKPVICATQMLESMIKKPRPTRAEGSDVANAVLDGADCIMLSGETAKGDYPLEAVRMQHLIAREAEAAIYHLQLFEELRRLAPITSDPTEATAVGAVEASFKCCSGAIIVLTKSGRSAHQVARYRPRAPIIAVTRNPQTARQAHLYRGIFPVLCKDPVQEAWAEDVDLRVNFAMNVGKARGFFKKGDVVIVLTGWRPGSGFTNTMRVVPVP
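Purified hPK-M2 (>95%) run at intermediate activity with 0.1 mM ADP and 0.5 mM PEP in 50 mM imidazole pH 7.2, KCl, MgCl2; 1 h room temperature. ATP formed read by Kinase-Glo luminescence; normalized to uninhibited and no-enzyme controls.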
Eya2 phos inh: qHTS Assay for Inhibitors of the Phosphatase Activity of Eya2 | Protein phosphatase EYA2 (Homo sapiens), O00167 | recombinant Eya2, OMFP fluorescence dephosphorylation (OMFP is methylfluorescein phosphate) | Potency, µM (titrated, usually from 76.9 µM), for the others: at the highest dose activity, negative = inhibition, actives largely listed as inhibitors | actives 0.006% (n = 330,000) | AID 488837, 2010; also: potency is read from the fitted curve at half-maximal effect
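Eya2 (0.2 uM) preincubated 10 min at ambient with compound, then OMFP substrate added at 50 uM; 10 min reaction in 50 mM HEPES pH 7.5, 50 mM NaCl, 5 uM MgCl2, 0.05% BSA, 1 mM DTT. Fluorescence read at Ex 485/Em 525 nm.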
B2AR arrestin: qHTS assay of beta-arrestin-biased ligands of beta2-adrenergic receptor; Beta-2 adrenergic receptor (Homo sapiens), P07550; actives 0.02% (n = 330,000); Potency, µM (highest dose often 46.1 µM), inactives show at the top dose activation, actives largely listed as activators; beta-arrestin recruitment to beta2AR, cell-based reporter; AID 492947, 2010;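 also: potency is read from the fitted curve at half-maximal effect; 0% = DMSO controls and full agonism = EC100 isoproterenol or metaproterenol; nearly all actives have a fitted effect of over 65% in size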
Target sequence (P07550 whole entry, looked up): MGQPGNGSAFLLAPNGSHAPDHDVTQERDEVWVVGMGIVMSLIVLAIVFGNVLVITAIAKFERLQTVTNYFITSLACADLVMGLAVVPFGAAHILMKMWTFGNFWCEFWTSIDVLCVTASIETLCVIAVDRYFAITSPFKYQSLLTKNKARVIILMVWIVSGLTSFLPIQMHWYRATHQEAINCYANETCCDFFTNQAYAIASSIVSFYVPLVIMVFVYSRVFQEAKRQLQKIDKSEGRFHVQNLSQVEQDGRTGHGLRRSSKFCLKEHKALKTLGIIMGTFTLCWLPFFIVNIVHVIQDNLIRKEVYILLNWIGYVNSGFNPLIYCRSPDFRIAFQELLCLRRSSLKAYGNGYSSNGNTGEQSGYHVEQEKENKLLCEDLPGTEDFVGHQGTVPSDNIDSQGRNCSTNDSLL
KCNH2 3.1 inh: qHTS for Inhibitors of KCHN2 3.1: Mutant qHTS; Potassium voltage-gated channel subfamily H member 2, brain isoform KCNH2 3.1 (human); U2OS KCNH2 3.1, thallium flux FluxOr; stronger effect = lower value; activity change, % (tested at about 1.8 µM); actives 0.95% (n = 340,000);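 active = maximum activity change below -70%; inconclusive = maximum activity change from -70% to -50%; inactive = maximum activity change above -50%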;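 also: thallium influx rate constant from kinetic fluorescence after stimulation buffer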
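Measured as rate of thallium-driven FluxOr signal in transduced U2OS cells carrying the 3.1 channel, read kinetically for 2 min upon stimulation; values are rate constants scaled to DMSO control wells.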
uPA generation: qHTS for Inhibitors of Cell Surface uPA Generation | cell surface uPA generation assay, qHTS | Potency, µM (titrated, usually from 38.3 µM), for the others: at the highest dose activity change, negative = inhibition, hits mostly inhibitors | actives 0.31% (n = 330,000) | AID 540303, 2011; active = well fitted inhibition curve with a large enough effect; inconclusive = small, poorly fitted or top-dose-only effect; inactive = no such curve, though single readings can be large or run the other way; tested in mouse RAW 264.7 cells; also: potency is read from the fitted curve at half-maximal effect; nearly all actives have a fitted effect of over 55% in size
An asterisk follows results filed as active; ? = inconclusive; / = no result given; & = joins results of further samples. Unless noted, calls follow the shape of the dose curve; as a rule, active = well fitted curve in the direction sought with a large enough effect; inconclusive = small, poorly fitted or top-dose-only effect, or another doubt; inactive = no such curve, though single readings can be large; an effect the other way counts as inactive or inconclusive. Unless noted, % is scaled to controls: 0 for no effect and ±100 for the full control effect.

compound,GALK inh,USP2a inh,Giardia kill,hERG WT inh,Coupling enz,Chronic BCR inh,PKM2 act,Eya2 phos inh,B2AR arrestin,KCNH2 3.1 inh,uPA generation
C=CCNC(=O)c1c2c(nc3ccccc13)-c1ccccc1CC2,4%,-2%,5,-5,5,?,?,-5%,0.3%,-7,-3%
Cc1ccccc1N=C/C=C1\N(C)c2ccccc2C1(C)C,1%,5%,7,-4,-10,15%,-18%,-18%,0.5%,-4,-4%
COc1ccc(OC)c(NC(=O)Cn2cc(C(=O)c3ccco3)c3ccccc32)c1,1%,0%,12,-3,2,?,?,1%,-0.3%,2,-8%
O=C(O)CCc1ccc(-c2ccc(Cl)cc2)n1Cc1ccco1,-2%,1%,12,15,15,?,24%,13%,-0.1%,14,4%
Cc1ccc(N2C(=O)N(CC(=O)c3cc(C)ccc3C)C(=O)C2C)cc1 (configuration not stated),-1%,2%,1,3,-1,-18%,3%,6%,0.2%,-17,1%
O=C(CNC(=O)c1ccccc1)OCC(=O)c1c[nH]c2ccccc12,/,2%,-11,-1,/,10%,/,2%,0.5%,-1,1%
COc1ccc(CCC(=O)Nc2ccc(Cn3ccnc3)cc2)cc1,3%,-1%,-8,-2,1,1%,-1%,-10%,-0.2%,3,5%
CCOc1ccc(-c2nc(CN3CCCCC3CCn3cccn3)c(C)o2)cc1 (configuration not stated),5%,-1%,4,21,2,0%,-4%,15%,-0.1%,-36,-11%
C/C(=N\NC(=O)c1ccncc1)c1cccs1,-1%,3%,24,-8,5,-22%,-1%,7%,0.0%,-7,-20%
O=C(CNC(=O)c1ccc(S(=O)(=O)N2CCCC2)cc1)N/N=C/c1c(Cl)cccc1Cl,3%,1%,5,-6,1,3%,-12%,2%,9.5%,-9,-5%
COc1ccc(/C=C(\NC(=O)c2ccccc2Cl)C(=O)NCCCC(=O)O)cc1,1%,5%,7,6,4,7%,-3%,2%,-0.3%,-11,2%
CC(=O)NC(CCS(C)(=O)=O)C(=O)Nc1ccc2c(c1)OCCO2 (configuration not stated),-1%,1%,-11,-16,2,?,8%,3%,4.0%,1,3%
CCOC(=O)CCC(=O)NNC(=O)c1ccc(NC(=O)c2ccccc2)cc1,4%,0%,-8,/,4,?,-5%,8%,0.3%,-6,1%
COc1ccc(NC(=O)C2CCCC2)cn1,4%,4%,3,4,-21,-10%,-2%,4%,-0.9%,-6,/
COc1cccc(/C=C/C(=O)NCc2ccc3c(c2)OCO3)c1,-2%,2%,14,-1,-2,-9%,4%,1%,0.4%,-23,1%
Cc1c(NC(=O)COc2ncnc3ccccc23)c(=O)n(-c2ccccc2)n1C,-2%,3%,-5,27,-1,-2%,-1%,-4%,-0.4%,-4,2%
COc1ccc(C2NN=C(c3ccc(C)cc3)S2)cc1 (configuration not stated),4%,-1%,3,-11,2,0%,/,5%,-0.1%,-8,?
O=C(COc1ccccc1)NC1CCCCC1,/,3%,-6,-5,3,-3%,0%,-2%,-0.2%,-5,2%
COc1nc2c(s1)C(=O)NCCC2,2%,3%,-10,-6,1,5%,-1%,2%,0.0%,0,-7%
CCC/C(=N\NC(=O)CCC(=O)NCc1ccccc1)c1ccccc1,-1%,6%,10,-15,1,1%,-1%,-2%,0.1%,-8,2%
Cc1ccc(NS(=O)(=O)c2c(C)[nH]c(=O)[nH]c2=O)c(Br)c1,3%,2%,-26,-3,6,?,/,-8%,-0.6%,-9,5%
CCNc1nc(NCC)nc(NC(N)=S)n1,9%,1%,15,-8,3,0%,12%,8%,0.1%,1,-6%
C[C@@H]1CN([C@H](C)CO)C(=O)c2cc(NS(=O)(=O)c3cccs3)ccc2O[C@H]1CN(C)Cc1ccccc1,/,3%,-9,1,/,3%,/,3%,-0.1%,14,0%
Cc1cc(C(=O)O)cc(Br)c1N,3%,-1%,17,6,1,1%,0%,-8%,0.3%,0,0%
CCOC(=O)/C(C#N)=C\c1cc(C)n(-c2ccccc2)c1C,0%,-1%,-11,-7,-3,1%,-1%,6%,0.0%,-1,-3%
COc1ccc(CC(=O)NNC(=S)Nc2ccccc2)cc1Br,-1%,-6%,-11,7,1,-9%,-4%,-1%,-0.2%,-6,2%
C/C(=N\NC(=S)NC(C)C)c1ccc(-n2ccnc2)cc1,-1%,5%,-9,-3,-2,-2%,0%,6%,-0.3%,7,-6%
Cc1c(C)c2ccc(OCC(=O)Nc3cccnc3)cc2oc1=O,-1%,0%,9,-5,/,-2%,/,4%,0.3%,12,?
Cc1ccccc1CNC(=O)C1CCN(c2nnc(N3CCCC3=O)s2)CC1,/,3%,-5,-9,0,5%,2%,-1%,0.2%,38,12%
COc1ccccc1/C=N/N1C(=O)c2cccc3cccc(c23)C1=O,3%,2%,0,1,0,-1%,?,0%,0.0%,18,7%
CC(C)(C)CC(=O)Nc1ccc(C(N)=O)cc1,-2%,3%,6,3,-3,4%,7%,-7%,0.8%,-6,-4%
COCCNc1nc(SCC(=O)N2CCN(c3ccccc3)CC2)nc2ccccc12,0%,-1%,2,-22,3,4%,1%,-9%,-0.1%,?,4%
CCOC(=O)c1c(NC(=O)COc2cccc3c2CCN(C)C3=O)sc2c1CCC2,0%,-7%,7,1,3,?,4%,-8%,-0.2%,-4,4%
C=CCN(C(=O)CNC(=O)c1ccco1)C(C(=O)NC1CCCCC1)c1ccc(OC)cc1 (configuration not stated),-2%,1%,1,5,0,0%,4%,-3%,-0.6%,19,2%
CCOC(=O)c1sc(NC(=O)CN2C(=O)NC3(CCCCCCC3)C2=O)c(C(=O)OCC)c1C,-1%,4%,-8,4,0,4%,-7%,-12%,-0.1%,3,14%
Cc1ccc(C2C3=C(CCCC3=O)N=C3c4ccccc4C(=O)C32)cc1 (configuration not stated),0%,1%,7,11,-15,?,8%,-6%,0.0%,2,-11%
Cc1ccc(Sc2ccc(S(=O)(=O)Nc3ccc(CC(=O)O)cc3)cc2)cc1C,/,0%,0,-9,/,-7%,/,-13%,-0.3%,-15,7%
CCOc1ccc2[nH]c(=O)c(CN(CCCN3CCOCC3)Cc3nnnn3Cc3ccc(OC)cc3)cc2c1,2%,0%,18,-13,-1,-14%,-1%,7%,-1.2%,-1,-7%
Cc1cn([C@H]2C[C@H](N=[N+]=[N-])[C@@H](CO)O2)c(=O)[nH]c1=O,0%,0%,-5,-8,3,0%,?,3%&4%,0.1%,21,-28%
COc1ccc(C2=NS(=O)(=O)N(C)C(C(=O)N3CCc4ccccc4C3)=C2)cc1OC,/,-11%,14,-4,1,?,-8%,-2%,0.2%,7,?

An excerpt from above, reduced to uPA generation and PKM2 act:
Compound | uPA generation | PKM2 act
Cc1ccc(Sc2ccc(S(=O)(=O)Nc3ccc(CC(=O)O)cc3)cc2)cc1C | 7% | /
CCOc1ccc2[nH]c(=O)c(CN(CCCN3CCOCC3)Cc3nnnn3Cc3ccc(OC)cc3)cc2c1 | -7% | -1%
